Bioassay records as filed in PubChem BioAssay.
TEAD-YAP inh: TEAD-YAP interaction inhibition. HEK-TIYL cells, TEAD-Gal4/YAP UAS-luciferase luminescence. inhibition, % at 9.12 µM. hit rate 1.4% among 640,000; in the data active = inhibition above about 32%;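 note: 0% = median of test compound wells and 100% = reference inhibitor wells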
FBW7 activator: human FBW7 E3 ligase activation, primary screen; Q969H0; AlphaScreen FBW7–phospho-cyclin E peptide binding, activator screen; normalized activity (activation), % at 26.1 µM; hit rate 0.13% among 650,000; AID 1259310; in the data active = normalized activity above about 1.9%;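 note: purified mutant Fbw7 with reduced substrate affinity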
Target sequence (Q969H0 whole entry, looked up): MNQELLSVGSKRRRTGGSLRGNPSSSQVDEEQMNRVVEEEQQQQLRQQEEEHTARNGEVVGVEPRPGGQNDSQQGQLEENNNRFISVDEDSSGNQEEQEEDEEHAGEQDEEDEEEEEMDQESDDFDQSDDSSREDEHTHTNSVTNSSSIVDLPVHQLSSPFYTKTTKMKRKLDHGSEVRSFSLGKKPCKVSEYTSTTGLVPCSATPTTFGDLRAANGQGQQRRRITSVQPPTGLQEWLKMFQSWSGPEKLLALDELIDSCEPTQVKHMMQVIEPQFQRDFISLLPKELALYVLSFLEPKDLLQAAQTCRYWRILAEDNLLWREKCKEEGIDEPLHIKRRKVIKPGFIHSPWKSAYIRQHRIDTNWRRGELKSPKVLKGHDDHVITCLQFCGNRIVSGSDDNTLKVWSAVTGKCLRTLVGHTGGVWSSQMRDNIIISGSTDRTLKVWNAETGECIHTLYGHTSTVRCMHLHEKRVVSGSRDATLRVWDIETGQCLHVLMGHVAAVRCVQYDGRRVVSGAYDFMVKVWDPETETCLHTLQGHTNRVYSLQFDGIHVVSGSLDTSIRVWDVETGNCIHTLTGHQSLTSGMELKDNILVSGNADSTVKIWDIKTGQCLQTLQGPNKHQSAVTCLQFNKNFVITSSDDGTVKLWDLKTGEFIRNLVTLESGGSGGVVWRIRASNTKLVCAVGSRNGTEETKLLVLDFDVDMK
MITF primary: blocks human microphthalmia-associated transcription factor; O75030; AlphaScreen MITF homodimerization, bead proximity signal; inhibition, % at 2.6 µM; hit rate 0.91% among 650,000; in the data active = inhibition above about 50%;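 note: 0% = vehicle wells with protein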
GPR151 ag: activates the human receptor GPR151; Q8TDV0; PathHunter beta-arrestin GPR151 cells, luminescence; activation, % at 11.2 µM; hit rate 1% among 650,000; in the data active = activation above about 4.9%;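 note: 0% = median of compound wells and 100% = cells with positive control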
Numbers without * were called inactive; . = no result given. Random draw from the library. About 3.5% of those tested had a hit in this group.

compound,TEAD-YAP inh,FBW7 activator,MITF primary,GPR151 ag
Cc1ccc(CNC(=O)c2ccc3c(c2)NC(=O)C(CS(=O)(=O)Cc2cccc(F)c2)N3)cc1 (configuration not stated),2,0.1,-11,0.0
CN1CCN(CCOCCOc2cccc(Cl)c2)CC1,0,-0.1,36,0.1
CCn1c(=NC(=O)C2CC2)sc2cc(F)cc(F)c21,16,0.1,7,-1.5
COc1ccc(-c2cc(C(=O)NCCC3=CCCCC3)c3ccccc3n2)cc1,-1,0.1,8,0.0
O=C(c1cccc(F)c1)N(C(=O)N1CCCCC1)c1cccc(Cl)c1,11,-0.1,1,-0.1
COc1cccc(C2(C)NC(=O)N(NC(=S)NCc3ccc4c(c3)OCO4)C2=O)c1 (configuration not stated),0,-0.1,-4,0.1
CS(=O)c1ccc(S(=O)CC(=O)O)c([N+](=O)[O-])c1 (configuration not stated),-5,-0.1,0,1.5
COc1ccc(Br)cc1C(=O)NC12CC3CC(CC(C3)C1)C2,-7,0.0,-20,-1.2
COc1ccc(C(=O)Oc2ccc3oc(=O)sc3c2)cc1,1,0.6,4,-1.0
COC(=O)CSc1nc(N2CCOCC2)c2c(c1C#N)CC(C)(C)OC2,3,0.0,-9,-0.1
COc1ccc(S(=O)(=O)Nc2cc3c(cc2C(C)=O)OCO3)cc1,38*,0.3,11,0.9
CCn1c(/C=C2\C(=O)N(C)c3ccc(Br)cc32)nc2ccccc2c1=O,4,0.7,-1,-1.0
O=C(COc1ccccc1)Nc1cccc2nsnc12,-9,1.7,5,0.9
Nc1nnnn1Cc1cccc([N+](=O)[O-])c1,6,0.3,13,0.3
CCCN1CCC(N2C[C@@H](NCc3cccc(F)c3)C[C@H]2C(=O)NC(C)C)CC1,-12,0.3,0,-0.5
CCCCC[C@H](O)/C=C/[C@@H]1[C@@H](C/C=C\CCCC(=O)NCCO)[C@@H](O)C[C@H]1O,.,.,-5,-0.3
Cc1nn(-c2ccccc2)c2sc(C(=O)NCc3ccco3)cc12,8,0.1,-5,0.1
CC(C)(C)c1ccc(C(=O)Nc2cccc(C(F)(F)F)c2)cc1,-16,0.4,8,0.2
CC(=O)NC(=S)Nc1ccc(NC(=O)c2ccc(Br)o2)cc1,-16,0.3,13,-1.1
CC(C)(c1ccccc1)c1ccc(OCC(O)CN2CCC(C(N)=O)CC2)cc1 (configuration not stated),-4,0.2,8,-0.9
CCOC(=O)N1CCN(c2cc(Nc3ccc(OC)cc3)c3c4c(onc24)-c2ccccc2C3=O)CC1,0,-0.4,-6,-0.3
CCc1ccc(C2CC(c3ccccc3OC)n3ncnc3N2)cc1 (configuration not stated),-5,0.0,-6,1.1
CC1(C)CC2(CCO1)OC(=O)CC2C(=O)Nc1ccc(Br)cc1 (configuration not stated),3,-0.1,-12,-0.5
Cc1ccc(/C=N/NC(=O)C(O)c2ccccc2)c(C)c1 (configuration not stated),-3,0.0,8,-0.1
CC(C)CN1CCc2c(nc(N3CCC(C)CC3)[nH]c2=O)C1,-11,-0.2,-1,-0.5
CC/C=C\C/C=C\C/C=C\C/C=C\C/C=C\C[C@H]1O[C@H]1CCC(=O)OC,.,.,3,1.0
Cc1nnc(N2C(=O)C(O)=C(C(=O)c3ccco3)C2c2ccccc2)s1 (configuration not stated),2,-0.1,17,0.1
CC1=NN(c2cccc(C(=O)O)c2)C(=O)/C1=C\c1ccc(N2CCN(C)CC2)c([N+](=O)[O-])c1,4,0.0,9,-1.4
CCOc1ccc(NC(=O)c2ccc(F)c(S(=O)(=O)NCc3ccc(C)cc3)c2)cc1,20,0.1,-6,0.7
COc1ccc2c(c1)=C/C(=C\c1[nH]c(SC(C)=O)nc1O)C(=O)N=2,-2,0.7,20,0.3

An excerpt of these results, with values under each structure.
Fields: TEAD-YAP inh	FBW7 activator	MITF primary	GPR151 ag
- O=C(c1cccc(F)c1)N(C(=O)N1CCCCC1)c1cccc(Cl)c1
    11	-0.1	1	-0.1
- CC/C=C\C/C=C\C/C=C\C/C=C\C/C=C\C[C@H]1O[C@H]1CCC(=O)OC
    .	.	3	1.0
- CN1CCN(CCOCCOc2cccc(Cl)c2)CC1
    0	-0.1	36	0.1
- Cc1ccc(CNC(=O)c2ccc3c(c2)NC(=O)C(CS(=O)(=O)Cc2cccc(F)c2)N3)cc1 (configuration not stated)
    2	0.1	-11	0.0

Later entries.
compound,TEAD-YAP inh,FBW7 activator,MITF primary,GPR151 ag
O=C(O)c1cc2c(ccc3ccccc32)o1,-12,0.0,-5,-0.9
O=C(O)c1ccc(N2C(=O)CC(c3ccccc3)CC2=O)cc1,6,0.1,7,-1.1
CC(C)(C)C(=O)CSc1nc2ccsc2c(=O)n1Cc1ccccc1Cl,-8,0.2,9,0.1
O=C(O)Cn1ncc2c3ccccc3n(Cc3ccc(Cl)cc3)c2c1=O,8,0.6,17,-0.4
COc1ccc(N2CCN(C(CNC(=O)c3ccccc3F)c3cccnc3)CC2)cc1 (configuration not stated),8,-0.1,14,2.0
CCOC(=O)c1ccc(S(=O)(=O)Nn2c(SCC(=O)Nc3ccc(C)cc3)nc3ccccc3c2=O)cc1,0,0.3,11,1.6
CCCCNC(=O)CN(C)S(=O)(=O)c1ccc2c(c1)c(=O)n(C)c(=O)n2C,4,0.1,28,-0.2
Cc1cc(NC(=O)CSc2nnnn2-c2ccc3c(c2)OCCO3)no1,2,-0.1,-1,-0.1
CC(C(=O)Nc1cccc2ccccc12)N(c1ccccc1)S(C)(=O)=O (configuration not stated),-4,-0.1,19,1.2
C/C(=C1/SC(N2CC(C)OC(C)C2)=NC1=O)c1ccccc1 (configuration not stated),-3,0.1,-12,-0.6
Cc1ccc(S(=O)(=O)NC(CC(=O)NCCC(C)C)c2ccco2)cc1 (configuration not stated),-8,0.0,3,-1.4
CC(C)n1c(N2CCN(c3ccccn3)CC2)nc2c(NCc3cccc(C(F)(F)F)c3)ncnc21,-1,-0.2,-2,-1.0
Cc1cc(C)c(S(=O)(=O)N2CCCC2CNC(=O)c2ccc([N+](=O)[O-])cc2)c(C)c1 (configuration not stated),0,0.2,0,-2.1
CCNc1nc(Nc2ccc(N3CCOCC3)cc2)c2ncn(C(C)C)c2n1,-4,-0.3,2,-1.2
O=C(/C=C/c1ccc(Br)cc1)NC(=O)c1ccccc1O,-18,-0.1,11,-0.2
Cc1ccc(NS(=O)(=O)c2ccc(O)c(C(=O)O)c2)cc1,-7,0.1,2,0.9
COC(=O)c1ccc(OCC(O)CN2CCN(c3ccccn3)CC2)cc1 (configuration not stated),9,0.0,7,1.0
CCOc1ccc(N=C2N=C(N)c3ccccc32)cc1,-31,1.2,18,-1.2
COc1ccc(CCNC(=O)Cn2c(=O)c3ccccc3n(C)c2=O)cc1OC,0,-0.1,-2,0.8
O=C(NC(c1ccccc1)c1ccccc1)c1csc(-c2cnccn2)n1,-5,0.0,7,0.9
COc1ccc(CN2CCC(CO)(Cc3ccccc3)CC2)cc1Cn1cncn1,1,0.1,-6,2.2
O=C(O)c1ccc2c(c1)C(=O)/C(=C\c1ccco1)C2=O,-5,-0.7,34,1.2
O=C(Nc1ccc(C(F)(F)F)cc1)c1c[nH]c(=O)n(-c2ccccc2)c1=O,4,0.1,-1,2.6
C[C@]12CCC3c4ccc(OC(=O)c5ccccc5)cc4CCC3C1CC[C@@H]2O (some centres not stated),6,0.0,1,-0.8
Cc1ccc(-c2cc(C(F)(F)F)n3nc(C(=O)Nc4ccc(OC(F)(F)F)cc4)cc3n2)cc1,9,0.6,10,0.3
COc1cc(OC)c(CN2CCCCC2CO)cc1Br (configuration not stated),-4,0.2,11,0.7
CN(C)S(=O)(=O)c1ccc(N=Cc2c(O)n(-c3cccc(Cl)c3)c(=O)[nH]c2=O)cc1,-5,0.0,18,-0.7
CCCCOc1ccc(C2NC(=O)NC(C)=C2C(=O)c2ccccc2)cc1 (configuration not stated),2,-0.2,4,-0.2
COc1cccc(CN2CCN(Cc3cn(C)nc3C)CC2CCO)c1 (configuration not stated),7,0.1,9,5.8*
O=C(Cc1ccccc1)NCc1nnc2n1CCN(C1CCSC1)CC2 (configuration not stated),-26,0.0,-6,1.2
CCCN1C(=O)/C(=C\c2nc3ccccc3c(=O)n2-c2ccc([N+](=O)[O-])cc2)c2ccccc21,2,-0.2,6,2.4
CCCNc1nc(-c2ccc(C(=O)N3CCN(C)CC3)cc2)nc2c1ncn2C(C)C,15,-0.1,-3,0.1
CCOc1ccccc1C(=O)Nc1cccc(C)n1,10,0.0,7,-1.2
COC(=O)CN1C(=O)C2(C(C#N)=C(N)Oc3n[nH]c(-c4ccc(OC)c(OC)c4)c32)c2ccccc21 (configuration not stated),-2,-0.1,-11,-0.9
Cc1ccc(-c2cccc3c2OC(CNC(=O)[C@@H]2CCC(=O)N2)C3)nc1 (some centres not stated),-5,-0.2,-9,-0.5
Cc1ccccc1NC(=S)N(CCCN1CCOCC1)Cc1ccco1,7,0.0,0,0.1
Cc1ccc(NC(=O)COc2ccccc2C)cc1F,-59,0.0,-8,0.3
COc1ccc(OC)c(-n2c(=S)[nH]c3cc(C(=O)NCCc4ccc(OC)c(OC)c4)ccc3c2=O)c1,-4,0.1,9,0.1
O=C(COc1ccc(Cl)cc1)Nc1cc([N+](=O)[O-])ccc1F,-14,0.1,6,1.6
O=C1N/C(=C/c2ccc(N3CCOCC3)o2)C(=O)N1c1ccccc1,-2,-0.2,-10,-1.3
O=C(NNc1cc(Br)c(O)c(Br)c1)c1ccccc1,-3,-0.3,10,0.9
Cc1ccc(NC(=O)Cn2ncc3c2-c2ccccc2OC3)c(Br)c1,-10,-0.1,1,-0.5
CC(=O)NS(=O)(=O)c1ccc(NC(=O)c2ccccc2OC(C)=O)cc1,-4,-0.1,0,1.2
Cc1cc(=O)oc2n[nH]c(-c3ccccc3)c12,9,-0.1,5,-0.8
CCCOc1ccc(/C=C/C(=O)Nc2ccc(S(N)(=O)=O)cc2)cc1,-7,-0.2,-2,-0.3
O=C(Nc1ccc(F)cc1)Nc1cccn(Cc2ccccc2Cl)c1=O,10,-0.1,6,-0.3
CC(C)CCOC(=O)C1C(c2ccccc2)C(C(=O)O)C1c1ccccc1 (configuration not stated),12,0.5,-2,-1.2
CCOC(=O)N1CCN(c2ncc(-c3ccc(OC)cc3)cn2)CC1,-1,0.0,1,-0.7
CCCn1c(SCC(=O)Nc2sc(C)c(C)c2C(=O)OCC)n[nH]c1=O,5,0.0,8,0.9
N#Cc1ccc(OCC(=O)Nc2nccs2)cc1,-35,0.0,6,-2.1
O=c1c2sc(=S)n(Cc3ccco3)c2nc(SCc2cccc(F)c2)n1-c1ccccc1,0,-0.1,3,-0.2
O=C(CCCCCNC(=O)c1ccccc1)N/N=C/c1cccc([N+](=O)[O-])c1,-8,-0.1,-9,-2.3
COc1ccc(-c2noc(CN3CCC(Oc4cccnc4)CC3)n2)c(OC)c1OC,6,0.9,10,-0.4
O=C(CSc1nnc2sc3ccccc3n12)N1CCOCC1,-32,0.9,5,-2.2
Cc1ccsc1CN(C(=O)c1ccc(OCC(C)C)cc1)C1CCS(=O)(=O)C1 (configuration not stated),-4,-0.7,5,2.3
COc1cccc(C(=O)O/N=C2\CC(NC(=O)C(F)(F)F)c3ccsc32)c1 (configuration not stated),-4,-0.1,9,-0.4
Cc1cccc(Oc2ccc(N3C(=O)c4ccccc4C3=O)cc2)c1C,8,-0.1,-5,2.5
COc1ccc(Nc2ncnc3c2c(-c2ccccc2)cn3-c2ccccc2)cc1,-9,-0.1,4,0.6
NC(=O)Cn1nnc(-c2ccccc2NC(=O)C2CCCCC2)n1,2,-0.1,84*,-0.8
Clc1ccccc1CCNc1nncc(-c2ccc3c(c2)OCO3)n1,-40,0.0,18,-0.1

Part of the list above, with values under each structure:
Below each SMILES – TEAD-YAP inh, FBW7 activator, MITF primary, GPR151 ag
CCOC(=O)N1CCN(c2ncc(-c3ccc(OC)cc3)cn2)CC1
→ -1, 0.0, 1, -0.7
CCCn1c(SCC(=O)Nc2sc(C)c(C)c2C(=O)OCC)n[nH]c1=O
→ 5, 0.0, 8, 0.9
N#Cc1ccc(OCC(=O)Nc2nccs2)cc1
→ -35, 0.0, 6, -2.1
O=c1c2sc(=S)n(Cc3ccco3)c2nc(SCc2cccc(F)c2)n1-c1ccccc1
→ 0, -0.1, 3, -0.2

The list goes on.
compound,TEAD-YAP inh,FBW7 activator,MITF primary,GPR151 ag
Cn1nnnc1SCC(=O)n1c2c(c3c1CCCC3)CCCC2,14,0.0,-11,3.1
Cc1ccc(C2=NC(NC(=O)c3ccccc3)(C(F)(F)F)C(=O)N2)cc1 (configuration not stated),-2,-0.1,-2,2.2
O=c1ccc(-c2cccs2)cn1Cc1ccccc1,-1,-0.5,9,0.7
COc1cccc(N2CCN(C(=O)c3cc4nc(-c5ccc(Cl)cc5)cc(C(F)(F)F)n4n3)CC2)c1,-5,-0.1,8,-0.2
CCN(CC)C(=O)C1CCCN(c2nc(C)cc(NCc3nc4ccccc4[nH]3)n2)C1 (configuration not stated),-7,0.0,2,0.5
CCOC(=O)N1CCN(C(=O)C(CC(C)C)NC(=O)C2CCCCC2)CC1 (configuration not stated),4,-0.1,3,1.1
Clc1ccccc1Nc1ccc2c(cnn2-c2ccnc(NCCN3CCOCC3)n2)c1,-19,0.3,1,3.3
